CXCR6 block – blocks human CXCR6 beta-arrestin recruitment; O00574; CHO-K1 PathHunter CXCR6 beta-arrestin, luminescence; inhibition, % at 20 µM; actives 0.36% (n = 360,000); AID 602244; in the data active = inhibition above about 34%, passing the limit was not always enough;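 note: antagonist mode with CXCL16 agonist at 10 nM final; 0% = 10 nM CXCL16 with DMSO and 100% = unstimulated wells without agonist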
Target sequence (O00574 whole entry, looked up): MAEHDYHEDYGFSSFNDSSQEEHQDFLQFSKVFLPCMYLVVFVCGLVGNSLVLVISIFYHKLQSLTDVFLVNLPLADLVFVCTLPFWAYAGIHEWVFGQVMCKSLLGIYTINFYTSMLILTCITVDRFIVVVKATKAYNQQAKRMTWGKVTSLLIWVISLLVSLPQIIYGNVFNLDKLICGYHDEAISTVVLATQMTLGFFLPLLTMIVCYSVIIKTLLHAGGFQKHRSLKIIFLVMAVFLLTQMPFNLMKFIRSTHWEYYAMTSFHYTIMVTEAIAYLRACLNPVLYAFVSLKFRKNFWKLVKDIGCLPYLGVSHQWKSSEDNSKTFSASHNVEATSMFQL
CCR6 antag – antagonists of human CCR6 receptor; CHO-K1 CCR6 PathHunter beta-arrestin, luminescence, CCL20-stimulated; inhibition, % at 20 µM; actives 0.49% (n = 340,000); AID 493098;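 active = compounds whose inhibition of the agonist-driven luminescence signal at 20 µM reaches about 50%, limit read from the data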;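 note: cells stimulated with CCL20 at 14 nM final; plate controls were DMSO with CCL20 for no effect and DMSO without agonist for full effect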
EBI2 block – EBI2 (human) antagonism; P32249; EBI2 beta-arrestin recruitment, luminescence, 7a,25-OHC stimulated; inhibition, % at 5 µM; actives 0.81% (n = 360,000); in the data active = inhibition above about 38%;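 note: enzyme fragment complementation signal reports receptor beta-arrestin coupling in cells; 0% = agonist plus DMSO wells and 100% = wells without agonist; some results beyond the cut were filed as inactive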
Target sequence (P32249 whole entry, looked up, the tested form may be a part): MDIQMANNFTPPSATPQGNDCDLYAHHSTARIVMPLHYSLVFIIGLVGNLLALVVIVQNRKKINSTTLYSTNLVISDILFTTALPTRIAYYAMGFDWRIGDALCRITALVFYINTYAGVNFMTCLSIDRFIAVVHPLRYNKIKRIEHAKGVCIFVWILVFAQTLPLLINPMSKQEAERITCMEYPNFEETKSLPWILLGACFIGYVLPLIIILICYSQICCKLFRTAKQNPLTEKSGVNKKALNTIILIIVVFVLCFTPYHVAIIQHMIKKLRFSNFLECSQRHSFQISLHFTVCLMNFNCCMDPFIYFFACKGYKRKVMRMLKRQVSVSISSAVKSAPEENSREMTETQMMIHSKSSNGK
Jurkat NFkB inh – inhibitors of the PMA/ionomycin-induced NF-kB reporter in Jurkat cells; inhibition, % at 4 µM; PMA/ionomycin-induced NF-kB luciferase reporter, luminescence; actives 0.53% (n = 330,000); AID 435003; in the data active = inhibition above about 50%
UBC13 polyUb – blocks human UBC13 polyubiquitin chain formation; actives 0.47% (n = 330,000); TR-FRET; AID 485273; P61088; inhibition, % at 20 µM; in the data active = inhibition above about 45%, passing the limit was not always enough
Target sequence (P61088 whole entry, looked up): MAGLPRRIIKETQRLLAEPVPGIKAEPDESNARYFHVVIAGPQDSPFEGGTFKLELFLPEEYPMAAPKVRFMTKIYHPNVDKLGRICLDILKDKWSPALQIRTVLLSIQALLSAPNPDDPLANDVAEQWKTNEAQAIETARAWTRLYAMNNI
697 NFkB inh – lowers PMA/ionomycin-induced NF-kB signal in 697 B cells; 697 B-cell NF-kB luciferase reporter, 16 h; inhibition, % at 4 µM; AID 435022; actives 0.33% (n = 330,000); in the data active = inhibition above about 35%
APJ antagonist – antagonists of human APJ apelin receptor | P35414 | CHO-K1 APJ beta-arrestin complementation, luminescence | inhibition, % at 20 µM | actives 0.32% (n = 330,000) | AID 2521;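 active = inhibition above about 40% at 20 µM, limit read from the data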;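 note: cells challenged with 10 nM apelin-13 agonist together with compound; plate controls were apelin-13 plus DMSO wells for no effect and DMSO wells lacking apelin-13 for full effect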
Gli-Sufu antag – antagonists of Gli-Sufu signaling | Sufu-KO-LIGHT fibroblasts, Gli luciferase reporter luminescence | inhibition, % at 5 µM | actives 0.74% (n = 340,000) | AID 588413;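 active = inhibition above about 55%, limit read from the data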;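 note: 0% = DMSO-treated cells and 100% = wells with medium but no cells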
Numbers without * were called inactive; nt = not tested or not shown.

SMILES	CXCR6 block	CCR6 antag	EBI2 block	Jurkat NFkB inh	UBC13 polyUb	697 NFkB inh	APJ antagonist	Gli-Sufu antag
O=C(NCC1CCCO1)c1onc(CSc2ccccc2F)c1C(=O)O (stereo unspecified)	-19	4	-21	8	-6	-8	-1	5
Cc1cc(C(F)(F)F)nn1CC(=O)NNC(=S)Nc1ccc(Cl)cc1	10	24	-2	-2	-18	1	27	4
COc1ccc(CCNC(=S)NC(=O)c2cccc([N+](=O)[O-])c2)cc1OC	2	23	-1	9	2	16	-8	14
C/C(=N\NC(=O)C(O)c1ccccc1)c1ccc(Br)s1 (stereo unspecified)	-9	2	0	-7	0	-9	-5	6
O=C1N(c2ccccc2)C(c2ccccc2)C12CCCCC2 (stereo unspecified)	10	37	1	nt	nt	16	nt	0
CCOC(=O)c1ccccc1NC(=O)CN1C(=O)c2ccccc2S1(=O)=O	1	14	5	13	3	-8	11	5
CCOC(=O)C1(Cc2cccc(OC)c2)CCN(Cc2cccn2-c2ccccn2)CC1	2	11	12	35	8	-12	-18	32
CC1=NN(C(N)=S)C(=O)C1N=Nc1c(Cl)cc([N+](=O)[O-])cc1Cl (stereo unspecified)	40*	57*	9	2	-32	-64	29	2
CCOC(=O)c1c(C)c(C(=O)Nc2ccc3c(c2)OCO3)c(C)n1C	-2	-11	13	-6	1	15	15	-11
CN(C)C(CNc1ccc([N+](=O)[O-])cc1C#N)c1ccccc1 (stereo unspecified)	-6	10	-1	-3	-8	0	-9	-1
NC(=O)C1CCN(C(=O)CNC(=O)c2ccc(Br)o2)CC1	1	6	-13	-8	-1	-30	-12	-1
O=C1c2ccccc2S(=O)(=O)N1CCS(=O)(=O)c1ccc(F)cc1	-3	4	-1	-27	3	-8	-16	18
COCCCNC(=O)c1cccc(OC)c1OC	-4	-12	-12	-3	-8	4	-10	-29
COc1ccc(OCCN2CCN(C(=O)c3ccc(OC)cc3)CC2)cc1	10	6	44	14	-2	-47	-14	24
O=C1CC(C(=O)Nc2ccccc2)S/C(=N\NC(=O)c2ccccc2Cl)N1 (stereo unspecified)	-2	-3	-12	-3	2	9	3	-2
COc1ccc(NC(=O)c2c(NC(=O)CNCC(C)C)sc3c2CCC3)c(OC)c1	6	-4	-7	6	8	11	-13	-2
O=C(NCCc1c[nH]c2ccccc12)c1ccc(-n2cnnn2)cc1	1	-6	-4	-15	-3	0	4	0
COC(=O)[C@H](C)NC(=O)Nc1cccc(C(F)(F)F)c1	6	2	0	7	10	36*	15	5
COc1ncc(C2=CC(=O)CC(C)(C)C2)cn1	-6	-15	-15	-24	-7	-21	-4	-3
Cc1ccc(OCC(=O)OC(C)CN2CCCCC2)cc1 (stereo unspecified)	4	-20	-11	2	-2	-5	-7	1
COCCCNC(=O)COC(=O)c1ccc(-c2nc3ccccc3s2)s1	-2	-13	5	-44	8	-53	-15	-49
COC(=O)C(C)Oc1ccc2c3c(c(=O)oc2c1)CCCCC3 (stereo unspecified)	-2	-5	15	11	7	14	-3	7
Cn1ncc([N+](=O)[O-])c1C(=O)n1nnc2ccccc21	-2	12	7	nt	nt	nt	nt	-2
CC(=O)Nc1ccc(NC(=O)Cc2ccc(F)cc2)cc1	nt	nt	nt	-22	-3	3	1	nt
Cc1ccc(-c2nnn(CC(=O)N(Cc3ccccc3F)C(C(=O)NC3CCCC3)c3ccncc3)n2)o1 (stereo unspecified)	1	8	-7	10	0	13	7	-2
Cc1nc(Cl)sc1C(=O)Nc1cccc2ccccc12	-8	-1	-11	21	-2	-8	6	2
COc1ccc(-c2ccnc(-c3ccc(OCCCF)cc3)n2)cc1	8	18	17	14	1	13	-6	4
CCn1c(Cc2ccccc2)nnc1SCc1cccc(C(=O)O)c1	1	4	-3	-4	4	0	-6	-9
Cc1cc(C(=S)N2CCOCC2)c(C)n1-c1ccc(F)cc1	2	16	8	-4	1	-12	24	-2
Cc1cc(C)cc(OCC(=O)OCC(=O)Nc2cc(S(=O)(=O)N3CCOCC3)ccc2Cl)c1	9	9	3	5	8	13	9	3

4 structures already listed, sorted by SMILES length, ascending:
SMILES	CXCR6 block	CCR6 antag	EBI2 block	Jurkat NFkB inh	UBC13 polyUb	697 NFkB inh	APJ antagonist	Gli-Sufu antag
Cc1ccc(OCC(=O)OC(C)CN2CCCCC2)cc1 (stereo unspecified)	4	-20	-11	2	-2	-5	-7	1
CC(=O)Nc1ccc(NC(=O)Cc2ccc(F)cc2)cc1	nt	nt	nt	-22	-3	3	1	nt
CCn1c(Cc2ccccc2)nnc1SCc1cccc(C(=O)O)c1	1	4	-3	-4	4	0	-6	-9
COC(=O)[C@H](C)NC(=O)Nc1cccc(C(F)(F)F)c1	6	2	0	7	10	36*	15	5

More results
SMILES	CXCR6 block	CCR6 antag	EBI2 block	Jurkat NFkB inh	UBC13 polyUb	697 NFkB inh	APJ antagonist	Gli-Sufu antag
CCOc1ccc(NC(=O)c2ccccc2OCC(=O)c2ccccc2)cc1	0	3	21	-35	4	-36	-7	-6
O=C(Cn1nc2ccccc2n1)N/N=C/c1cc([N+](=O)[O-])ccc1O	12	39	27	17	-49	-16	24	4
CN(C)C(CNC(=O)c1cc(S(=O)(=O)N(C)c2ccc(F)cc2)ccc1Cl)c1cccs1 (stereo unspecified)	-5	21	-3	nt	nt	nt	nt	22
CCCn1c(=O)c(C(=O)NCc2ccncc2)c(O)c2ccccc21	13	11	-1	-2	37	2	-1	26
CCCCc1nnc(NC(=O)CN2C(=O)C3CCCCC3C2=O)s1 (stereo unspecified)	-22	-11	2	13	1	8	21	-16
COC(=O)c1c(NC(=O)CN2CCC3(O)CCCCC3C2c2ccc(OC)cc2OC)sc(C)c1C (stereo unspecified)	11	11	7	14	-11	-23	25	-2
Cc1nn(-c2nc(-c3ccco3)cc(C(F)(F)F)n2)c(C)c1Br	-2	7	17	2	-1	-63	-26	5
Cc1ccc(CSCC(=O)Nc2ccc(N3CCOCC3)cc2N2CCOCC2)cc1	-5	4	-3	12	0	-15	-11	12
CS(=O)(=O)c1ccc2sc(NC(=O)c3cc4ccccc4o3)nc2c1	-1	8	1	-17	15	-32	-3	-26
Cc1ccc(S(=O)(=O)Nc2ccccc2)cc1C(=O)N1CCCC1	7	16	-13	-9	-2	23	3	4
Cc1ccc(S(=O)(=O)N(C)C)cc1NC(=O)C(C)OC(=O)c1cc[n+]([O-])cc1 (stereo unspecified)	-13	-6	4	3	13	19	5	-16
Cc1cc(N2C(=O)CC(Cc3ccc(Cl)cc3)C2=O)no1 (stereo unspecified)	4	0	-4	15	0	7	11	5
Cn1cc(S(=O)(=O)N2CCc3ccccc3C2)c(=O)n(C)c1=O	-1	2	-5	7	6	3	-6	0
CN(C)Cc1c(O)ccc2c(-c3ccccc3)cc(=O)oc12	9	10	2	-3	-5	-8	-33	-3
Cc1cc(Br)c(OCC(=O)NN)c2c1CCC2	-7	-1	6	7	6	1	20	-8
O=C(c1ccc(Cl)c(Cl)c1)N1CCN(c2ccccn2)CC1	6	11	23	4	-6	-22	-10	21
CC1(C)CC(=O)C(C2(O)C(=O)Nc3ccccc32)CO1 (stereo unspecified)	0	6	-3	-2	9	16	-9	-2
COC(=O)C1CC(Cl)CN1c1ncc(C(F)(F)F)cc1Cl (stereo unspecified)	7	15	-7	4	4	12	0	-4
Cc1cc(Cl)ccc1OCC(=O)Nc1cccc(S(=O)(=O)N2CCCC2)c1	3	10	9	-2	2	5	1	-7
COC(=O)c1c(C)[nH]c(C(=O)COC(=O)CCNS(=O)(=O)c2cccc(C(F)(F)F)c2)c1C	-13	15	1	-3	12	14	-6	-6
NC(=O)N1CCC2(CC1)NC(=O)N(c1ccccc1)N2	-4	1	-9	-9	-1	11	-30	0
COc1ccccc1CN1CC(C(=O)NCc2nccn2C)CCC1=O (stereo unspecified)	-5	8	1	4	4	3	10	2
Cc1onc(-c2c(F)cccc2Cl)c1C(=O)Nc1cccc(S(=O)(=O)NCc2ccco2)c1	12	11	-4	0	0	-3	9	3
O=C(c1ccc(-c2ccccc2Cl)o1)N1CCN(c2ccccc2O)CC1	1	10	8	31	-11	-23	18	-15
O=C(Nc1cc(C(F)(F)F)ccc1-n1cncn1)c1ccc(Cl)cc1	5	-7	-4	-19	4	0	-6	13
CCc1cccc(CC)c1NC(=O)COC(=O)c1ccc2c(c1)S(=O)(=O)c1ccccc1C2=O	6	16	-8	-1	-12	1	-28	2
COc1ccccc1-n1c(-c2ccc(Cl)cc2)c[nH]c1=S	3	-16	0	10	3	-11	-6	8
CCN(CC)c1ccc(/C=N/N2CCN(Cc3ccc(C)cc3C)CC2)c(O)c1	-4	13	21	0	8	-5	3	15
CC1(C)CC(=O)C(N=Nc2ccc(F)cc2)=C(O)C1	6	9	8	14	-11	14	7	-4
COc1ccc(/C=C/C(=O)N(C(C)C)C(C)C)cc1Br	2	-1	-2	-19	-14	-14	-12	-13
CCCCn1cnc2c(SCc3ccccc3Cl)nc(N)nc21	1	11	6	nt	nt	nt	nt	-2
CCOc1ccccc1N1CCN(C(=O)c2cc3c(C)cc(C)cc3[nH]2)CC1	-7	-1	52*	10	3	-1	-3	-14
CC1(C)CC(=O)C(N=Nc2ccc3ncsc3c2)=C(O)C1	21	22	10	1	-14	2	29	-3
CN(C)CCCN1C(=O)CSC1c1ccc([N+](=O)[O-])cc1 (stereo unspecified)	-2	5	-5	2	3	15	7	5
Cc1ccc(C)c(N(CC(=O)Nc2cc(Cl)ccc2Oc2ccccc2)S(C)(=O)=O)c1	2	20	39	3	2	3	15	11
CN(C(=O)n1cnc2ccccc21)c1ccccc1	1	11	-1	-14	7	3	-5	-7
CN1/C(=C/C2CC(=O)NC2=O)C(C)(C)c2ccccc21 (stereo unspecified)	-5	2	-5	1	-9	-5	-25	-9

EBI2 block, hit marks shown above
| compound | CXCR6 block | CCR6 antag | EBI2 block | Jurkat NFkB inh | UBC13 polyUb | 697 NFkB inh | APJ antagonist |
| --- | --- | --- | --- | --- | --- | --- | --- |
| CCOc1ccccc1N1CCN(C(=O)c2cc3c(C)cc(C)cc3[nH]2)CC1 | -7 | -1 | 52* | 10 | 3 | -1 | -3 |

A different layout for some results above.
Molecule | CXCR6 block | CCR6 antag | EBI2 block | Jurkat NFkB inh | UBC13 polyUb | 697 NFkB inh | APJ antagonist | Gli-Sufu antag
CC1(C)CC(=O)C(N=Nc2ccc3ncsc3c2)=C(O)C1 | 21 | 22 | 10 | 1 | -14 | 2 | 29 | -3
CCCCn1cnc2c(SCc3ccccc3Cl)nc(N)nc21 | 1 | 11 | 6 | nt | nt | nt | nt | -2
CN(C)CCCN1C(=O)CSC1c1ccc([N+](=O)[O-])cc1 (stereo unspecified) | -2 | 5 | -5 | 2 | 3 | 15 | 7 | 5
CN1/C(=C/C2CC(=O)NC2=O)C(C)(C)c2ccccc21 (stereo unspecified) | -5 | 2 | -5 | 1 | -9 | -5 | -25 | -9
CCOc1ccccc1N1CCN(C(=O)c2cc3c(C)cc(C)cc3[nH]2)CC1 | -7 | -1 | 52* | 10 | 3 | -1 | -3 | -14
Cc1ccc(C)c(N(CC(=O)Nc2cc(Cl)ccc2Oc2ccccc2)S(C)(=O)=O)c1 | 2 | 20 | 39 | 3 | 2 | 3 | 15 | 11
